# Bioassay records deposited in PubChem BioAssay by several laboratories.
# Jurkat viability: cytotoxicity toward Jurkat T cells, primary screen, cytotoxicity control, cell-based, Jurkat E6.1, 60K MLSMR library; inhibition, % at 4 µM; Jurkat E6.1 viability, ATP luminescence, 48 h; 1.2% of 56,000 active;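 active = inhibition above the mean inhibition of all tested compounds plus 3 SD, cut at about 28% in these data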
# Cdc25B inh: inhibitors of Cdc25B phosphatase catalytic domain, primary screen, biochemical, OMFP fluorescence | M-phase inducer phosphatase 2 (Homo sapiens), P30305 | 0.1% of 65,000 active | inhibition, %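 (compounds tested at 10 µM final in the well)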 | AID 368, 2006 | recombinant Cdc25B, OMFP fluorescence Ex485/Em525; in the data active = inhibition above about 50%
# ROCK2 blocker: inhibitors of human ROCK2 kinase, primary screen, biochemical, high-throughput, luminescence | Rho-associated protein kinase 2 (Homo sapiens), O75116 | purified ROCK2, Kinase-Glo ATP depletion luminescence | inhibition, % at 6 µM | 0.35% of 60,000 active | AID 604, 2007;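 active = inhibition above the screen-wide mean inhibition plus 3 SD, cut at about 18% in these data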;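 also: plate controls were DMSO wells for no effect and Y-27632 control wells after no-enzyme background subtraction for full effect; many of its hits are not listed in these tables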
# Target sequence (O75116 whole entry, looked up): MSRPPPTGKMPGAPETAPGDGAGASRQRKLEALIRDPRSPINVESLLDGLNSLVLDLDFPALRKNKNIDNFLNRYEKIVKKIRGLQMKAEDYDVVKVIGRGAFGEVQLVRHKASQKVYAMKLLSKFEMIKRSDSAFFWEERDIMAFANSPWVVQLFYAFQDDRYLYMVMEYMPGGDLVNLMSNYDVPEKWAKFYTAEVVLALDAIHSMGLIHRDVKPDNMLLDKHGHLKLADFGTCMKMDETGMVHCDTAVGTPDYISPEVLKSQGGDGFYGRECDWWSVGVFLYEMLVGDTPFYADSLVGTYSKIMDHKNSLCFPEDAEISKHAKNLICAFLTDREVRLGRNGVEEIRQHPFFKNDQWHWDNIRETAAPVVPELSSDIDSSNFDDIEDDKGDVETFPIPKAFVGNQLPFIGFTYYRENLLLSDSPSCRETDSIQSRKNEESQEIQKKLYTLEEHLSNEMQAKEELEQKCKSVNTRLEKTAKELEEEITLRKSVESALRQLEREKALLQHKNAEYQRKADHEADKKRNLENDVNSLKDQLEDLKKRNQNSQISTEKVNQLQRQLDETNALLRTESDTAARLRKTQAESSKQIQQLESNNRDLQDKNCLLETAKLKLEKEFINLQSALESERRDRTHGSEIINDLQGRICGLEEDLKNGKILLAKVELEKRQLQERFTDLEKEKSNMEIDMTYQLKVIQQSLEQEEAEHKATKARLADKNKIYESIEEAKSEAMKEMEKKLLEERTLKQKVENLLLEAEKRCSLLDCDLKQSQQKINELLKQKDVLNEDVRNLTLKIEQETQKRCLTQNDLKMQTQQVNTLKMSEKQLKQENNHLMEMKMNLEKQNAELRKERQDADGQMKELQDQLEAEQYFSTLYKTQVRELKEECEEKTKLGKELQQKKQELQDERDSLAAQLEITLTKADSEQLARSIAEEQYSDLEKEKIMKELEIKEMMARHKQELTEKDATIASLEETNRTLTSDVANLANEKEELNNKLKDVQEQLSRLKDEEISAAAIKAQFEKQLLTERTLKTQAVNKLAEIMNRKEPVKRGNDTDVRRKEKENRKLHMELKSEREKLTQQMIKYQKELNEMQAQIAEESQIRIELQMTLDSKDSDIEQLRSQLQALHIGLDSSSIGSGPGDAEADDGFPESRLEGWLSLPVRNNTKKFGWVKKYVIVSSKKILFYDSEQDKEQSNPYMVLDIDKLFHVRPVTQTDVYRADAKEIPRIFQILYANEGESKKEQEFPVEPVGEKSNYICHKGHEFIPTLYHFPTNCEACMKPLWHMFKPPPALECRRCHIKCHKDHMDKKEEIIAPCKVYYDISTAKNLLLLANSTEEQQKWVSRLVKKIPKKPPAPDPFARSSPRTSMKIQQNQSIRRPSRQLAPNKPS
# MKP-1 inh: MKP-1 phosphatase inhibitors, primary screen, biochemical, in vitro. Dual specificity protein phosphatase 1 (Homo sapiens), P28562. recombinant MKP-1, OMFP hydrolysis fluorescence. inhibition, %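 (compounds tested at a single concentration somewhere between 10 and 100 µM)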. 0.15% of 65,000 active. AID 374, 2006;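 active = inhibition above about 50%, limit read from the data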;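 also: 0% = DMSO max control wells and 100% = wells with enzyme stopped by NaOH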
# TNAP act mid DEA: human TNAP enzyme activators, primary screen, biochemical, luminescent, intermediate phosphate acceptor level; 64,000 tested, under 10 active; purified TNAP, CDP-star luminescence, 100 mM DEA, 30 min; stronger effect = higher value; scale: 0 levamisole-inhibited, 1 vehicle-only enzyme; Alkaline phosphatase, tissue-nonspecific isozyme (Homo sapiens), P05186; activation factor at 20 µM;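 active = activation factor of at least 2 at 20 µM, relative to controls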
# MMP-13 inhibitor: human MMP13 inhibitors, primary screen, biochemical, FRET peptide cleavage | MMP-13 fTHP FRET cleavage, Mca fluorescence | inhibition, % at 4 µM | 0.07% of 65,000 active | AID 570, 2006;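 active = inhibition above the mean of compound-free control plate wells plus 3 SD, cut at about 14% in these data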;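 also: 0% = DMSO wells and 100% = wells with reference MMP-13 inhibitor after basal subtraction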
# JNK3 blocker: JNK3 kinase activity inhibitors, primary screen, biochemical, human, purified enzyme; Mitogen-activated protein kinase 10 (Homo sapiens), P53779; HTS; inhibition, % at 8 µM; 0.61% of 60,000 active; AID 746, 2007; in the data active = inhibition above about 17%;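 also: 0% = DMSO and 100% = reference inhibitor; many of its hits are not listed in these tables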
# PKA kinase inh: inhibitors of human PKA kinase activity, primary screen, biochemical, ATP-depletion luminescence, Kemptide substrate; inhibition, % at 6 µM; PKA Kemptide phosphorylation, Kinase-Glo ATP luminescence; 0.1% of 65,000 active; AID 524, 2006; cAMP-dependent protein kinase catalytic subunit alpha (Homo sapiens), P17612;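 active = inhibition above the screen-wide mean inhibition plus 3 SD, cut at about 21% in these data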; also: many of its hits are not listed in these tables
# HEK293 NFkB inh: inhibitors of PMA/ionomycin-induced NF-kB reporter, primary screen, antigen receptor NF-kB inhibitor project, cell-based, HEK-293 luciferase reporter, luminescence | HEK-293 NF-kB luciferase reporter | inhibition, % at 3 µM | 0.21% of 62,000 active;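 active = inhibition above the mean of all tested compounds plus 3 SD, cut at about 40% in these data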;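 also: 0% = stimulated DMSO wells and 100% = 10 µM reference inhibitor 5653914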
#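 Signal: luciferase luminescence; Material: HEK-293 cells with stable firefly luciferase reporter driven by four HIV NF-kB elements; Probe or stimulus: PMA with ionomycin; Replication: tested once; Times: 1 h compound pretreatment, then 16 h stimulation at 37 °C, 5% CO2; Benchmarks: DMSO and 10 µM reference inhibitor; Evaluation: per-plate % inhibition versus controls.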
# Numbers without * were called inactive; i = inactive; · = not tested or not shown; [ ] = another dose, or the depositor's remark. Not a hit list. Share with any hit: about 1.9%.
SMILES,Jurkat viability,Cdc25B inh,ROCK2 blocker,MKP-1 inh,TNAP act mid DEA,MMP-13 inhibitor,JNK3 blocker,PKA kinase inh,HEK293 NFkB inh
CCC1Oc2ccc(C)cc2N(Cc2cccc(C)c2)C1=O (configuration not stated),·,-3,·,6,0.9,4,·,-5,-4
Cc1cc(-c2ccccc2C(=O)O)on1,-14,6,2,-24,0.9,0,-2,-9,6
CC(=O)Nc1ccc(S(=O)(=O)N2CCSC2c2ccccc2)cc1 (configuration not stated),-1,-11,6,0,0.9,-8,0,4,7
CC(C)C(=O)Nc1ccc(NC(=O)c2cc3ccccc3o2)cc1,-9,-4,7,4,0.8,5,1,5,-3
CCOC(=O)c1ccc(Nc2cc(C)nc3nc(C)nn23)cc1,0,-11,3,-10,0.9,8,-10,4,11
O=C(CC1COc2ccccc2O1)NC1CCCCC1 (configuration not stated),-4,-1,2,8,0.9,1,1,7,3
Cc1ccc(C(C)C)c(OCCNc2nc3c(c(=O)n(C)c(=O)n3C)n2C)c1,·,-18,2,-13,0.9,-1,-2,2,·
CN(C(=O)COc1ccccc1)c1nnc(-c2ccncc2)s1,-5,-3,5,13,0.9,-93,4,29*,19
Cc1ccc(-n2ncc3c(=O)[nH]c(SCC(=O)N4CCN(c5ccccc5)CC4)nc32)cc1,3,11,4,-6,1,-1,5,7,21
C=CCn1c(CSc2nc3ccccc3s2)nnc1SCC(=O)NCc1ccco1,1,-10,5,6,0.9,0,2,4,8
CC1(C)Cc2c(c(-c3ccccc3)nc(N3CCCC3)c2C(N)=O)CO1,·,10,14,-8,0.9,1,-6,5,·
Cc1ccc(NC(=O)Nc2ccc3c(c2)N(C)C(=O)CS3)nc1,-3,0,-3,21,1,2,-4,-2,-6
N#CCC(=O)N1CCCCCC1,2,-1,-3,-30,1,4,-5,0,16
CCn1c(Cn2nnc(-c3ccccc3)n2)nnc1SCC(=O)N1CCOCC1,3,-2,-2,23,0.9,2,0,0,17
COc1ccc(CCC(=O)Nc2ccc3c(c2)OCCO3)cc1,1,-3,6,9,0.9,2,2,10,4
COc1cccc(NC(=O)C2CCN(S(C)(=O)=O)CC2)c1,8,-8,-1,-1,0.9,5,3,4,19
Cn1c(COc2ccccc2)nnc1SCC(=O)Nc1ccc2c(c1)OCO2,-8,-21,7,5,0.9,7,-2,9,14
C=CCn1c(SCC(=O)O)nnc1-c1cccc(Cl)c1,-2,-7,4,-18,0.8,3,3,6,5
Cc1cc(NC(=O)Cn2cnc3c(cnn3C(C)(C)C)c2=O)no1,-11,-19,3,-4,0.9,1,0,2,9
Cc1nc2ccccc2c(=O)n1N,-7,-2,2,7,1,-2,5,4,12
COC(=O)c1cc(NC2c3ccccc3C(=O)N2c2cccnc2)cc(C(=O)OC)c1 (configuration not stated),-7,1,7,0,0.9,-2,3,8,8
O=c1oc2c(CN3CCOCC3)c(O)c(Cl)cc2c2c1CCC2,1,4,-7,34,1,i[fluorescence artefact?],-6,-7,6
O=C(O)c1ccc2c3c(ncnc13)-c1ccccc1C2=O,6,-1,-3,-10,0.8,-7,-12,4,-2
CCOC(=O)C1CCN(C(=O)c2cccnc2)CC1,6,2,-1,-2,1,2,1,0,20
OCCN(Cc1ccccc1)CC1CC2C=CC1C2 (configuration not stated),-2,-7,4,-2,0.9,4,-5,5,4
O=S(=O)(Cc1ccccc1Cl)Nc1ccccn1,0,-9,4,6,0.9,-26,2,4,13
Cc1cccc(NC(=O)c2ccccc2Br)n1,2,4,-2,15,0.9,4,1,-4,-2
COc1ccc(NC(=O)C2CCCN(S(=O)(=O)c3c(C)n[nH]c3C)C2)cc1 (configuration not stated),2,-1,2,7,0.9,-2,8,4,8
CC(Sc1nc(N)cc(=O)[nH]1)C(=O)NC1CCCCC1 (configuration not stated),-7,-12,5,2,0.9,-3,3,4,10
Cc1nnc(SCC(=O)N2CCOCC2)n1C,4,8,-1,8,1,-1,-2,-5,20
Cc1cc(Br)ccc1NC(=O)CCN1C(=O)c2ccncc2C1=O,-4,-14,7,-10,0.9,3,-2,14,22
O=C(CCc1ccccc1)Nc1ccc(NC(=O)c2ccco2)nc1,-6,7,1,-6,0.9,-3,-3,5,-19
O=C(NCCC1=CCCCC1)NC1CCCCC1,-4,-5,6,5,0.8,2,1,2,-31
COc1ccc(CNCCNC(=O)c2nonc2N)cc1OC,·,-17,·,1,·,1,·,10,14
Cc1ccc2nc3c(cc2c1)CN(Cc1ccco1)C(=NCC1CCCO1)S3 (configuration not stated),-2,-10,5,4,0.9,-3,1,8,-8
COc1cc(NC(=O)c2cc3sccc3n2C)cc(OC)c1,-2,-9,3,0,0.9,-2,-3,7,-12
CCC(C)[C@H](N)c1nnc(SCc2cccc(F)c2)o1 (some centres not stated),-2,-1,3,5,0.9,-5,-9,11,15
CCn1c(NC(=O)c2cccs2)nc2ccccc21,-4,-25,4,-7,0.9,2,8,12,13
O=C(CN1CCN(S(=O)(=O)c2ccc(Br)cc2)CC1)Nc1ccc(F)cc1,3,-15,6,-2,1,2,6,5,4
CC(OC(=O)c1cccs1)C(=O)NCc1cccs1 (configuration not stated),-3,4,4,29,1,-4,5,9,17
CCn1nnnc1SCCSc1nnnn1CC,-8,-4,5,-11,0.9,-3,5,5,14
COc1ccccc1CNC(=O)CSc1nc2nc(C)cc(C)n2n1,·,1,·,5,0.9,7,·,-3,3
CC(C)C(c1nnnn1Cc1ccccc1)N1CCC(C(N)=O)CC1 (configuration not stated),0,11,6,25,0.9,-5,0,4,-10
CN(C)CCSc1nc(N)c2c3c(sc2n1)COC(C)(C)C3,·,·,·,·,0.9,0,·,4,22
CN1CCN(c2nc3c(c(=O)[nH]c(=O)n3C)n2CCCSc2ncccn2)CC1,3,-9,4,-13,0.9,-1,3,6,5
Cc1cc(Nc2ccccc2N2CCOCC2)n2ncnc2n1,-3,0,10,8,0.9,1,-2,0,15
Cc1ccc2c(CC(=O)OC(C)C(=O)NCc3ccc4c(c3)OCO4)coc2c1 (configuration not stated),-7,-7,6,26,0.9,2,5,7,18
Cc1cc(C(C)(C)C)oc1C(=O)N1CCN(C(=O)c2oc(C(C)(C)C)cc2C)CC1,0,-15,9,10,0.9,-1,0,10,5

# No new results follow: entries from further up.
SMILES,Jurkat viability,Cdc25B inh,ROCK2 blocker,MKP-1 inh,TNAP act mid DEA,MMP-13 inhibitor,JNK3 blocker,PKA kinase inh,HEK293 NFkB inh
CCC1Oc2ccc(C)cc2N(Cc2cccc(C)c2)C1=O (configuration not stated),·,-3,·,6,0.9,4,·,-5,-4
Cc1cc(-c2ccccc2C(=O)O)on1,-14,6,2,-24,0.9,0,-2,-9,6
CC(=O)Nc1ccc(S(=O)(=O)N2CCSC2c2ccccc2)cc1 (configuration not stated),-1,-11,6,0,0.9,-8,0,4,7
CC(C)C(=O)Nc1ccc(NC(=O)c2cc3ccccc3o2)cc1,-9,-4,7,4,0.8,5,1,5,-3
CCOC(=O)c1ccc(Nc2cc(C)nc3nc(C)nn23)cc1,0,-11,3,-10,0.9,8,-10,4,11
O=C(CC1COc2ccccc2O1)NC1CCCCC1 (configuration not stated),-4,-1,2,8,0.9,1,1,7,3
Cc1ccc(C(C)C)c(OCCNc2nc3c(c(=O)n(C)c(=O)n3C)n2C)c1,·,-18,2,-13,0.9,-1,-2,2,·
CN(C(=O)COc1ccccc1)c1nnc(-c2ccncc2)s1,-5,-3,5,13,0.9,-93,4,29*,19
Cc1ccc(-n2ncc3c(=O)[nH]c(SCC(=O)N4CCN(c5ccccc5)CC4)nc32)cc1,3,11,4,-6,1,-1,5,7,21
C=CCn1c(CSc2nc3ccccc3s2)nnc1SCC(=O)NCc1ccco1,1,-10,5,6,0.9,0,2,4,8
CC1(C)Cc2c(c(-c3ccccc3)nc(N3CCCC3)c2C(N)=O)CO1,·,10,14,-8,0.9,1,-6,5,·

# Going on with the list:
SMILES,Jurkat viability,Cdc25B inh,ROCK2 blocker,MKP-1 inh,TNAP act mid DEA,MMP-13 inhibitor,JNK3 blocker,PKA kinase inh,HEK293 NFkB inh
CCCCn1c(=O)n(CC(=O)Nc2ccc(C)c(Cl)c2)c(=O)c2c1ncn2Cc1ccco1,·,-3,·,10,0.9,5,·,-4,19
Cc1oc(-c2cccs2)nc1CS(=O)CC(=O)NCCCN1CC(C)CC(C)C1 (configuration not stated),4,-12,-7,5,1,-2,-10,1,9
CSc1nc2ccc(NS(=O)(=O)c3ccc4c(c3)OCCO4)cc2s1,·,-9,·,14,0.9,4,·,-1,16
Cc1ncsc1CCSc1n[nH]c(=O)n1-c1ccccc1,-5,-3,6,24,0.8,2,4,10,18
CCOC(=O)c1[nH]nc2c1C(=O)N(Cc1ccccc1)C2=O,11,0,0,5,0.9,2,4,-3,2
c1cncc(-c2nc(-c3ccco3)cs2)c1,2,-15,7,-2,0.9,-15,5,10,14
CCCC(C(=O)NCc1ccco1)N(C(=O)CNS(=O)(=O)c1ccc(Cl)cc1)C1CCCC1 (configuration not stated),-6,-2,2,0,0.9,0,1,4,9
O=C(Cn1nnc(-c2ccccc2)n1)c1ccccc1,3,-12,3,4,1,-1,5,5,0
CCOc1ccc(NC(=O)CSc2nnc(-c3ccccn3)n2N)cc1,·,-11,·,13,0.9,3,·,-5,7
CCn1c(SCc2cccnc2)nnc1-c1c[nH]c2ccccc12,5,-10,-1,-5,1,4,-2,-3,6
COCCOC(=O)C1=C(C)NC(=O)NC1c1c(OC)ncnc1OC (configuration not stated),-10,2,2,-14,0.9,0,-2,7,6
Cc1c(C(=O)N2CCOCC2)sc(NC(=O)c2ccc3c(c2)OCO3)c1C#N,0,-5,3,12,0.9,1,0,1,5
O=C(CN1CCN(c2ccccn2)CC1)Nc1cc(C(F)(F)F)ccc1Cl,2,-6,0,0,0.9,-2,-4,-5,11
CC(=O)c1ccc(N2CCN(C(=O)CCCn3c(=S)[nH]c4cc5c(cc4c3=O)OCO5)CC2)cc1,·,-9,·,27,0.8,0,·,1,23
COC(=O)c1ccccc1NC(=O)NCc1ccco1,-11,-4,8,-1,0.9,-3,12,10,22
Cc1ccc(S(=O)(=O)N[C@H](C(=O)N2CCC(C(=O)NCC(=O)O)CC2)C(C)C)cc1,2,0,-7,-14,0.9,1,-1,0,16
O=S(=O)(c1ccccc1)N1CCN(C2CCCCCCC2)CC1,1,-3,1,-1,0.9,2,-4,0,16
CCOC(=O)N1CCN(C(=O)COc2cc(=O)n(CC)c3ccccc23)CC1,0,-3,7,35,0.9,-10,-3,7,11
O=C1c2ccccc2C(=O)N1CCN1CCOCC1,-8,1,-1,-7,0.9,3,-10,-6,10
COc1ccccc1C1NC(=O)NC(C)=C1C(C)=O (configuration not stated),0,10,2,2,1,-3,-1,5,-1
